# GluA2 TARP mod: modulators of GluA2-stargazin AMPA receptor complexes, primary screen, cell-based, membrane potential dye. actives 3.5% (n = 40,000). calls only at 30 µM. AID 1259245, 2017. HEK293 GluA2+stargazin, membrane potential dye (FDSS), glutamate EC50; hits were called plate by plate, in both directions;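 active = any of four per-well response measures lying three or more SD from its plate-wide compound average, in either direction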
# Target sequence (O88602 whole entry, looked up): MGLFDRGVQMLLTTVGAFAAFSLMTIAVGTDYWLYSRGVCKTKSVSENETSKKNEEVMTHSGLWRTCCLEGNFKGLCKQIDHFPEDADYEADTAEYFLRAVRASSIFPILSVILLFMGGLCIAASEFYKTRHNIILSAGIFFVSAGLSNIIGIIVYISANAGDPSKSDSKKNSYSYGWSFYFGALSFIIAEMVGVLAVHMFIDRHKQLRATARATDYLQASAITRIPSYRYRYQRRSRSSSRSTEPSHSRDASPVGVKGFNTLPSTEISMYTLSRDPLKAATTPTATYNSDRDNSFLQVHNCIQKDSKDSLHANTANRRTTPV
# Target sequence (P19491 whole entry, looked up): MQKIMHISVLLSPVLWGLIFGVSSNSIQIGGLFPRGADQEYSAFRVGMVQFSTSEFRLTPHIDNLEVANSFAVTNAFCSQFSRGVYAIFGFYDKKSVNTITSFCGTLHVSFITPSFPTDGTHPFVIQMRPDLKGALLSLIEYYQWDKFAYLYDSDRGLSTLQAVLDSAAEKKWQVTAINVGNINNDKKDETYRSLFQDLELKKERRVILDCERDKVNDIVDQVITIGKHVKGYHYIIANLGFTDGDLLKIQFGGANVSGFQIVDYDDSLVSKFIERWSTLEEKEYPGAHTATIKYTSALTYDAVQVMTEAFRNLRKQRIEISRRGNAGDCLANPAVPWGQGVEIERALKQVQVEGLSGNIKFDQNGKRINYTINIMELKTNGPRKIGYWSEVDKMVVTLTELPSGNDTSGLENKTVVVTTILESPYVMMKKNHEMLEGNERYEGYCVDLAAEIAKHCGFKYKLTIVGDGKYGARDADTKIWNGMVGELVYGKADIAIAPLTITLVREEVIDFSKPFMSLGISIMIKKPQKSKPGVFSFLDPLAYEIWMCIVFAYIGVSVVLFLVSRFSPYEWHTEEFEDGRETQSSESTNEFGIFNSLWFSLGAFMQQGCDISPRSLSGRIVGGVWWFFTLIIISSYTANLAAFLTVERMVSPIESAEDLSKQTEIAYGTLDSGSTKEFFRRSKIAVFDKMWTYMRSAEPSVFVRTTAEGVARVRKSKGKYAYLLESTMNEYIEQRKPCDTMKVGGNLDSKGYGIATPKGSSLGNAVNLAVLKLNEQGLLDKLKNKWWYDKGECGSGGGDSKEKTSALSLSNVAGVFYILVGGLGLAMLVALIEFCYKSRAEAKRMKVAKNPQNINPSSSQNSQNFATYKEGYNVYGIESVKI
# GluA2 TARP mod agonism max-min: second read-out of GluA2 TARP mod, no call of its own (marks repeat the call); compound max-min signal; compound-alone response (agonism);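 unitless range of fluorescence divided by baseline over first 100 seconds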
# GluA2 TARP mod glutamate slope: also measured in GluA2 TARP mod; calls as there; glutamate slope, % of max; measured here: glutamate response slope, % max;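 scaled per plate between vehicle wells and maximal 1 mM glutamate control wells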
# Active calls of the source: *; i = inactive; + = active, no number. Only part of the results is shown, so the mix of outcomes need not match the whole.
# Preview (2 entries):
[1] O=C(CN1C(=O)CC(c2ccco2)Sc2ccccc21)NC1CCCCC1 (centres undefined)
[2] O=C(NCc1cccs1)Nc1cccc(N2CCCS2(=O)=O)c1
assay / entry | 1 | 2
GluA2 TARP mod | i | i
GluA2 TARP mod agonism max-min | 0.028 | 0.11
GluA2 TARP mod glutamate slope | 39 | 60

# This part in full (from the top)
[1] O=C(CN1C(=O)CC(c2ccco2)Sc2ccccc21)NC1CCCCC1 (centres undefined)
[2] O=C(NCc1cccs1)Nc1cccc(N2CCCS2(=O)=O)c1
[3] COc1ccccc1/C=C1\Oc2cc(OC(=O)c3ccco3)ccc2C1=O
[4] Cc1cc([N+](=O)[O-])ccc1NC(=O)C(=O)NCCN1CCOCC1
[5] N=C(c1ccc([N+](=O)[O-])cc1)N1CCCCC1
[6] O=C(Cc1csc(Nc2ccc(OC(F)(F)F)cc2)n1)NCC1CCCO1 (centres undefined)
[7] Cc1ccc(-c2nnc(NC(=O)C3CCCN(S(C)(=O)=O)C3)o2)cc1C (centres undefined)
[8] Cc1onc(N)c1S(=O)(=O)N1CCC(C)CC1
assay / entry | 1 | 2 | 3 | 4 | 5 | 6 | 7 | 8
GluA2 TARP mod | i | i | i | i | i | i | i | i
GluA2 TARP mod agonism max-min | 0.028 | 0.11 | 0.2 | 0.19 | 0.041 | 0.19 | 0.097 | 0.035
GluA2 TARP mod glutamate slope | 39 | 60 | 74 | 66 | 32 | 52 | 48 | 40

[9] CCOc1ccc(OCCNC(=O)c2ccc([N+](=O)[O-])cc2Cl)cc1
[10] CCOCCn1c(=O)c2c(nc3n2CCCN3c2ccc(C)c(C)c2)n(C)c1=O
[11] COC(=O)/C=C1\S/C(=N\Nc2nc(C)cc(C)n2)N(c2ccccc2)C1=O
[12] O=c1[nH]c(=S)[nH]c2c1CCC2
[13] Cn1nc(CNC(=O)c2ccc(OC(F)(F)F)cc2)c2ccccc2c1=O
[14] Cc1cc(NC(=O)c2cccs2)n(-c2nc3c(cnn3-c3ccc(Cl)cc3)c(=O)[nH]2)n1
[15] COc1ccc(N2CC(c3nc4ccccc4n3Cc3ccc(Cl)cc3)CC2=O)cc1 (centres undefined)
[16] CC(=O)c1cccc(NC(=O)CC(C)n2nc(C)nc2C)c1 (centres undefined)
assay / entry | 9 | 10 | 11 | 12 | 13 | 14 | 15 | 16
GluA2 TARP mod | i | i | + | i | i | i | i | i
GluA2 TARP mod agonism max-min | 0.092 | 0.1 | 0.12* | 0.065 | 0.12 | 0.12 | 0.097 | 0.092
GluA2 TARP mod glutamate slope | 60 | 79 | 37* | 67 | 61 | 53 | 69 | 59

[17] COc1ccc(S(=O)(=O)N2CCCOC2CNC(=O)C(=O)NCc2cccnc2)cc1C (centres undefined)
[18] COc1ccc(NC(=O)C(=O)NCC(c2cccc3ccccc23)N2CCOCC2)cc1Cl (centres undefined)
[19] CCC(=O)Nc1ccc(S(=O)(=O)NCC2CCN(C3CCCC3)CC2)c(C)c1
[20] CC1CN(CC(=O)Nc2ccccc2F)CC(C)O1 (centres undefined)
[21] CC(=O)Nc1ccc(S(=O)(=O)N2CCC(Cn3ccnc3C)CC2)cc1
[22] COc1cccc(-c2nnc3ccc(OCCNC(=O)c4c(F)cccc4F)nn23)c1
[23] O=C(CN1C(=O)c2ccccc2S1(=O)=O)Nc1ccc(F)c([N+](=O)[O-])c1
[24] O=C(CSc1ccc(NC(=O)c2ccco2)nn1)NCc1ccccc1Cl
assay / entry | 17 | 18 | 19 | 20 | 21 | 22 | 23 | 24
GluA2 TARP mod | i | i | i | i | i | i | i | +
GluA2 TARP mod agonism max-min | 0.083 | 0.1 | 0.079 | 0.092 | 0.11 | 0.12 | 0.12 | 0.092*
GluA2 TARP mod glutamate slope | 60 | 67 | 57 | 47 | 64 | 52 | 55 | 27*

# Some of the entries so far, with two lines to a compound.
# Values in the order – GluA2 TARP mod	GluA2 TARP mod agonism max-min	GluA2 TARP mod glutamate slope
4	Cc1cc([N+](=O)[O-])ccc1NC(=O)C(=O)NCCN1CCOCC1
    i	0.19	66
5	N=C(c1ccc([N+](=O)[O-])cc1)N1CCCCC1
    i	0.041	32
6	O=C(Cc1csc(Nc2ccc(OC(F)(F)F)cc2)n1)NCC1CCCO1 (centres undefined)
    i	0.19	52
7	Cc1ccc(-c2nnc(NC(=O)C3CCCN(S(C)(=O)=O)C3)o2)cc1C (centres undefined)
    i	0.097	48
8	Cc1onc(N)c1S(=O)(=O)N1CCC(C)CC1
    i	0.035	40
9	CCOc1ccc(OCCNC(=O)c2ccc([N+](=O)[O-])cc2Cl)cc1
    i	0.092	60
10	CCOCCn1c(=O)c2c(nc3n2CCCN3c2ccc(C)c(C)c2)n(C)c1=O
    i	0.1	79
11	COC(=O)/C=C1\S/C(=N\Nc2nc(C)cc(C)n2)N(c2ccccc2)C1=O
    +	0.12*	37*
12	O=c1[nH]c(=S)[nH]c2c1CCC2
    i	0.065	67
13	Cn1nc(CNC(=O)c2ccc(OC(F)(F)F)cc2)c2ccccc2c1=O
    i	0.12	61
14	Cc1cc(NC(=O)c2cccs2)n(-c2nc3c(cnn3-c3ccc(Cl)cc3)c(=O)[nH]2)n1
    i	0.12	53
15	COc1ccc(N2CC(c3nc4ccccc4n3Cc3ccc(Cl)cc3)CC2=O)cc1 (centres undefined)
    i	0.097	69
16	CC(=O)c1cccc(NC(=O)CC(C)n2nc(C)nc2C)c1 (centres undefined)
    i	0.092	59
17	COc1ccc(S(=O)(=O)N2CCCOC2CNC(=O)C(=O)NCc2cccnc2)cc1C (centres undefined)
    i	0.083	60
18	COc1ccc(NC(=O)C(=O)NCC(c2cccc3ccccc23)N2CCOCC2)cc1Cl (centres undefined)
    i	0.1	67
19	CCC(=O)Nc1ccc(S(=O)(=O)NCC2CCN(C3CCCC3)CC2)c(C)c1
    i	0.079	57
20	CC1CN(CC(=O)Nc2ccccc2F)CC(C)O1 (centres undefined)
    i	0.092	47
21	CC(=O)Nc1ccc(S(=O)(=O)N2CCC(Cn3ccnc3C)CC2)cc1
    i	0.11	64
22	COc1cccc(-c2nnc3ccc(OCCNC(=O)c4c(F)cccc4F)nn23)c1
    i	0.12	52
23	O=C(CN1C(=O)c2ccccc2S1(=O)=O)Nc1ccc(F)c([N+](=O)[O-])c1
    i	0.12	55
24	O=C(CSc1ccc(NC(=O)c2ccco2)nn1)NCc1ccccc1Cl
    +	0.092*	27*

# New compounds follow
[25] Cc1ccccc1Cn1nc(-c2ccco2)c2sc(N3CCCCC3)nc2c1=O
[26] CCN(CC)C(=O)c1cc2c(=O)n3ccccc3nc2n1Cc1ccccc1
[27] CS(=O)(=O)N1CCC(C(=O)NCc2n[nH]c(=O)c3ccccc23)CC1
[28] O=S(=O)(NCC(O)(c1ccco1)C1CC1)c1cc(F)ccc1F (centres undefined)
[29] COc1ccc(OC)c(NC(=O)Cn2c(=O)c(CNc3ccccc3)cc3ccc(C)cc32)c1
[30] C=CCN1CC(c2nc3ccccc3n2CCOc2ccc(OC)cc2)CC1=O (centres undefined)
[31] COc1ccc(CCNC(=O)CC2CCCCN2S(=O)(=O)c2ccc(Cl)cc2)cc1 (centres undefined)
[32] COc1ccc(S(=O)(=O)N2CCn3cccc3C2c2ccc(F)cc2)cc1C (centres undefined)
assay / entry | 25 | 26 | 27 | 28 | 29 | 30 | 31 | 32
GluA2 TARP mod | i | i | i | i | i | i | + | i
GluA2 TARP mod agonism max-min | 0.053 | 0.044 | 0.14 | 0.14 | 0.082 | 0.063 | 0.035* | 0.042
GluA2 TARP mod glutamate slope | 52 | 39 | 57 | 64 | 53 | 50 | 94* | 52

33: CCn1nnc2c(Nc3ccc4c(c3)OCCO4)ncnc21
  GluA2 TARP mod: i	GluA2 TARP mod agonism max-min: 0.11	GluA2 TARP mod glutamate slope: 59
34: O=S(=O)(Cc1ccccc1)N1CCN(Cc2nc(-c3cccs3)cs2)CC1
  GluA2 TARP mod: i	GluA2 TARP mod agonism max-min: 0.15	GluA2 TARP mod glutamate slope: 58
35: COc1ccc2nc(-c3ccc(NS(=O)(=O)c4cc(Cl)ccc4Cl)cc3)cn2n1
  GluA2 TARP mod: i	GluA2 TARP mod agonism max-min: 0.096	GluA2 TARP mod glutamate slope: 57
36: COc1cc(COCC2CCN(CC(=O)Nc3ccc(F)cc3F)CC2)cc(OC)c1
  GluA2 TARP mod: i	GluA2 TARP mod agonism max-min: 0.069	GluA2 TARP mod glutamate slope: 59
37: CCCCN1CC(c2nc3ccccc3n2Cc2ccccc2OC)CC1=O (centres undefined)
  GluA2 TARP mod: i	GluA2 TARP mod agonism max-min: 0.1	GluA2 TARP mod glutamate slope: 58
38: OC(COC12CC3CC(CC(C3)C1)C2)CN1CCc2ccccc2C1 (centres undefined)
  GluA2 TARP mod: i	GluA2 TARP mod agonism max-min: 0.065	GluA2 TARP mod glutamate slope: 45
39: CSc1nc2n(n1)C(c1ccc(C)o1)C(C(N)=O)=C(C)N2 (centres undefined)
  GluA2 TARP mod: i	GluA2 TARP mod agonism max-min: 0.15	GluA2 TARP mod glutamate slope: 76
40: Cc1cc(NC(=O)Cn2cnc(-c3ccc(Cl)cc3)cc2=O)sn1
  GluA2 TARP mod: i	GluA2 TARP mod agonism max-min: 0.12	GluA2 TARP mod glutamate slope: 60
41: CCCCOc1cccc2c1CCN(Cc1cccc(C)c1)C2=O
  GluA2 TARP mod: i	GluA2 TARP mod agonism max-min: 0.084	GluA2 TARP mod glutamate slope: 87
42: CCOC(=O)c1c(SCC(=O)NCc2ccco2)nc(=O)[nH]c1C
  GluA2 TARP mod: i	GluA2 TARP mod agonism max-min: 0.055	GluA2 TARP mod glutamate slope: 45
43: Cc1nc(-c2cccs2)c(CCC(=O)Nc2ccccc2)s1
  GluA2 TARP mod: i	GluA2 TARP mod agonism max-min: 0.092	GluA2 TARP mod glutamate slope: 44
44: O=C(NC1CC1)C(=O)N1CCN(c2ccccc2F)CC1
  GluA2 TARP mod: i	GluA2 TARP mod agonism max-min: 0.091	GluA2 TARP mod glutamate slope: 48
45: COc1ccccc1-c1nc(COC(=O)c2nnn(-c3ccc(C)cc3)c2C)c(C)o1
  GluA2 TARP mod: i	GluA2 TARP mod agonism max-min: 0.083	GluA2 TARP mod glutamate slope: 73
46: CCn1nnc2c(NC(C)COC)ncnc21 (centres undefined)
  GluA2 TARP mod: i	GluA2 TARP mod agonism max-min: 0.11	GluA2 TARP mod glutamate slope: 60
47: COc1ccc(-c2cc(CC(=O)Nc3cc(C)ccn3)no2)cc1OC
  GluA2 TARP mod: i	GluA2 TARP mod agonism max-min: 0.068	GluA2 TARP mod glutamate slope: 41
48: CC(=O)Nc1ccc(S(=O)(=O)NCCNc2cc(-n3nc(C)cc3C)nc(C)n2)cc1
  GluA2 TARP mod: i	GluA2 TARP mod agonism max-min: 0.079	GluA2 TARP mod glutamate slope: 60
49: OCCN1CCN(CC(O)COc2ccc(Br)cc2)CC1 (centres undefined)
  GluA2 TARP mod: i	GluA2 TARP mod agonism max-min: 0.092	GluA2 TARP mod glutamate slope: 58
50: COc1ccc(C2(CNC(=O)NCc3cccs3)CCCC2)cc1
  GluA2 TARP mod: i	GluA2 TARP mod agonism max-min: 0.051	GluA2 TARP mod glutamate slope: 62
51: COc1ccccc1CC(=O)Nc1cccc(-c2ccc3nncn3n2)c1
  GluA2 TARP mod: i	GluA2 TARP mod agonism max-min: 0.1	GluA2 TARP mod glutamate slope: 60
52: O=C(CSc1nc(=O)n(CC2CCCO2)c2c1CCC2)NCc1ccc2c(c1)OCO2 (centres undefined)
  GluA2 TARP mod: i	GluA2 TARP mod agonism max-min: 0.062	GluA2 TARP mod glutamate slope: 55
53: Cc1ccc(F)cc1NC(=O)CSc1ncc(S(=O)(=O)c2cccs2)c(N)n1
  GluA2 TARP mod: i	GluA2 TARP mod agonism max-min: 0.074	GluA2 TARP mod glutamate slope: 73

# Compound activity: PubChem, Vanderbilt High Throughput Screening Facility
